From PubChem
UBC9 SUMO inh = blocks human SUMOylation mediated by UBC9; P63279; HTRF SUMOylation assay, SAE1/SAE2 + UBC9, in vitro; inhibition, % at 35 µM; 290,000 tested, 0.36% active; in the data active means inhibition above about 50%, passing the limit was not always enough; further: strong numbers were not always called active
Target sequence (P63279 whole entry, looked up): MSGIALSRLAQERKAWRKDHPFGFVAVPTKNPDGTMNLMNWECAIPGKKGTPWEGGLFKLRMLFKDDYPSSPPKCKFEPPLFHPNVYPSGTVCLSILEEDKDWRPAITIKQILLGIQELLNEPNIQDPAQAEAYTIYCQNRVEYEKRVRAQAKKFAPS
NS3 helicase inh = inhibitors of Hepatitis C virus NS3 helicase. NS3 helicase DNA unwinding, Cy5 molecular beacon fluorescence. inhibition, % at 10.9 µM. AID 1800. 290,000 tested, 0.56% active;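 active means inhibition above the mean of all tested compounds plus 3 SD, set per campaign, cut at about 35% in these data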;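 further: 0% = DMSO wells and 100% = thioflavine S control wells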
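Material: hepatitis C virus NS3 helicase domain fragment enzyme; measured by: Cy5 fluorescence, 0 and 60 min reads; control set: DMSO and thioflavine S; incubation: 60 min unwinding reaction at 25 °C after ATP addition; read-out basis: % inhibition from 60/0 min fluorescence ratio, DMSO 0%, thioflavine S 100%; repeats: singlicate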
IMP-1 inhibitor = inhibitors of Pseudomonas aeruginosa IMP-1 metallo-beta-lactamase; purified IMP-1, nitrocefin hydrolysis, epi-absorbance fluorescence; inhibition, % at 5.6 µM; 290,000 tested, 0.45% active; AID 1556;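 active means inhibition above the mean plus 3 SD of all compounds in the same screening run, cut at about 4.5% in these data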;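 further: 0% = IMP-1 with DMSO and 100% = DMSO wells lacking enzyme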
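System – purified recombinant IMP-1 beta-lactamase · Input – IMP-1 dispensed at 0.2 nM · Timing – 15 min preincubation plus 25 min reaction at 25 °C · Signal – Epi-absorbance fluorescence, 480 nm excitation, 530 nm emission · Measure – percent IMP-1 inhibition derived from blank-referenced optical density · Controls – Enzyme-plus-DMSO low control, enzyme-free DMSO high control · Replication – singlicate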
IDE inh = inhibitors of human insulin-degrading enzyme in cells; P14735; HEK cells, FAbetaB cleavage, fluorescence polarization; inhibition, % at 5.59 µM; 320,000 tested, 0.41% active; AID 434962;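 active means percent inhibition above the average of all tested compounds plus 3 SD, set per screening campaign, cut at about 16% in these data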;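 further: IDE supplied by intact live HEK cells; FP after avidin binding of uncleaved biotin substrate so inhibition keeps polarization high; 0% = DMSO wells and 100% = 60 µM reference IDE inhibitor Ii1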
pCIP destab = lowers stability of the mouse p/CIP coactivator protein; Q05BA5; F442A p/CIP-EGFP cells, EGFP fluorescence, 16 h; decrease of EGFP signal, % at 10 µM; 290,000 tested, 0.01% active;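 active means EGFP signal decrease of at least 30% at 10 µM or well 3 SD below plate mean, unless failing retest; inactive means the rest, including hits failing retest or dose response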; further: some compounds called inactive have numbers as strong as hits; many of its hits are not listed in these tables
M18AAP inhibitor = PfM18AAP enzyme inhibition. recombinant PfM18AAP, H-Glu-NHMec fluorogenic cleavage. 290,000 tested, 1.2% active. inhibition, % at 7.35 µM;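 active means inhibition above the campaign mean inhibition over all tested compounds plus 3 SD, cut at about 28% in these data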;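 further: 0% = plate median of test compound wells and 100% = 2 mM ZnCl2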
VIM-2 inh = blocks Pseudomonas aeruginosa VIM-2 metallo-beta-lactamase | purified VIM-2, nitrocefin hydrolysis, epi-absorbance fluorescence | inhibition, % at 5.6 µM | 290,000 tested, 0.89% active | AID 1527;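 active means inhibition above the mean of all tested compounds plus 3 SD, cutoff set per screening run, cut at about 7.5% in these data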;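 further: red hydrolysis product quenches plate fluorescence so inhibitors raise well fluorescence; 0% = enzyme with DMSO and 100% = DMSO without enzyme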
DNA FID counter = fluorescent intercalator displacement, NS3 helicase counter-screen; DNA fluorescent intercalator displacement, fluorescence; inhibition, % at 7.9 µM; 290,000 tested, 0.17% active; AID 1845; in the data active means inhibition above about 37%;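 further: 0% = vehicle and 100% = reference compound; higher means more ethidium bromide displaced from hairpin DNA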
IDE cell activ = activators of human insulin-degrading enzyme in cells. HEK cells, FAbeta-B cleavage, fluorescence polarization; 0% vehicle, 100% cell-free pure enzyme wells. P14735. 340,000 tested, 0.073% active. activation, % at 5.96 µM;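 active means activation above the mean of all tested compounds plus 3 SD, set per screening campaign, cut at about 17% in these data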
The depositor's hits bear a star.

Results for O=S(=O)(c1ccc(Cl)cc1)N1CCC(c2nc3ccccc3[nH]2)CC1 ?
UBC9 SUMO inh: 2; NS3 helicase inh: -6; IMP-1 inhibitor: -4.2; IDE inh: 2; pCIP destab: -1; M18AAP inhibitor: 2; VIM-2 inh: -2.9; DNA FID counter: -12; IDE cell activ: -3

What do the screens show for `Cc1cc(OCC(=O)Nc2ccccn2)c2c(C)cc(=O)oc2c1`?
NS3 helicase inh: 2; IMP-1 inhibitor: -1.1; IDE inh: 2; pCIP destab: -11; M18AAP inhibitor: -3; VIM-2 inh: 0.2; DNA FID counter: -17; IDE cell activ: 3

Results for C/C(CCc1oc2c(Br)cc(Br)cc2c1-c1ccc(C)o1)=N\O ?
UBC9 SUMO inh: 17; NS3 helicase inh: 22; IMP-1 inhibitor: -2.2; IDE inh: 2; pCIP destab: -4; M18AAP inhibitor: 0; VIM-2 inh: 0.2; DNA FID counter: -13; IDE cell activ: -5

How did CCOC(=O)c1sc2ncn(CC(=O)N(CC)CC)c(=O)c2c1C do in these assays?
UBC9 SUMO inh: 34; NS3 helicase inh: -38; IMP-1 inhibitor: -1.7; IDE inh: 3; pCIP destab: -4; M18AAP inhibitor: 1; VIM-2 inh: -4.4; DNA FID counter: -16; IDE cell activ: -1

How did CC(C)NC(=O)Cn1nnc(-c2cccc(NC(=O)c3ccccc3F)c2)n1 do in these assays?
UBC9 SUMO inh: 8; NS3 helicase inh: 1; IMP-1 inhibitor: 2.6; IDE inh: 0; pCIP destab: 0; M18AAP inhibitor: -2; VIM-2 inh: 1.0; DNA FID counter: -1; IDE cell activ: 5

What do the screens show for `CC(C)CCN(C(=O)c1csnn1)C(C(=O)NC1CCCC1)c1ccc(F)cc1` (stereo unspecified)?
UBC9 SUMO inh: -11; NS3 helicase inh: -7; IMP-1 inhibitor: -1.7; IDE inh: 5; pCIP destab: 0; M18AAP inhibitor: 0; VIM-2 inh: -2.1; DNA FID counter: -31; IDE cell activ: 2

What do the screens show for `CCOC(=O)C1CCN(c2c(N3CCCCCC3)c(=O)c2=O)CC1`?
UBC9 SUMO inh: 15; NS3 helicase inh: 4; IMP-1 inhibitor: -3.1; IDE inh: -2; pCIP destab: -4; M18AAP inhibitor: 2; VIM-2 inh: -2.5; DNA FID counter: -9; IDE cell activ: 6

Results for O=C(O)C1CCCCC1C(=O)NCCCn1ccnc1 (stereo unspecified) ?
UBC9 SUMO inh: 11; NS3 helicase inh: 9; IMP-1 inhibitor: -1.5; IDE inh: -3; pCIP destab: -25; M18AAP inhibitor: 7; VIM-2 inh: -4.5; DNA FID counter: -2; IDE cell activ: 6

Results for COc1cc(/C=N/Nc2nc3ccccc3o2)cc(OC)c1O ?
UBC9 SUMO inh: 14; NS3 helicase inh: 1; IMP-1 inhibitor: -6.5; IDE inh: -6; pCIP destab: -4; M18AAP inhibitor: 43*; VIM-2 inh: -1.7; DNA FID counter: -1; IDE cell activ: 1

How did Cc1ccc(-c2nnc(N3CCOCC3)c3ccccc23)cc1S(=O)(=O)N(C)C do in these assays?
UBC9 SUMO inh: -5; NS3 helicase inh: -1; IMP-1 inhibitor: -2.8; pCIP destab: 6; M18AAP inhibitor: -1; VIM-2 inh: -0.6; DNA FID counter: -13; IDE cell activ: 2

Results for O=C(CNC(=O)[C@@H]1Cc2ccccc2CN1)NC1CCCC1 ?
UBC9 SUMO inh: 4; NS3 helicase inh: -3; IMP-1 inhibitor: -1.2; IDE inh: 2; pCIP destab: 4; M18AAP inhibitor: -2; VIM-2 inh: -1.2; DNA FID counter: -1; IDE cell activ: 3

What do the screens show for `O=C(NCCCN1CCN(c2cccc(Cl)c2)CC1)c1nc(-c2ccncc2)no1`?
UBC9 SUMO inh: 2; NS3 helicase inh: -4; IMP-1 inhibitor: -3.6; IDE inh: 7; pCIP destab: 2; M18AAP inhibitor: 11; VIM-2 inh: -4.1; DNA FID counter: 8; IDE cell activ: -4

What do the screens show for `O=c1cc(-c2ccccc2Cl)oc2c(NS(=O)(=O)c3cccs3)ccc(O)c12`?
UBC9 SUMO inh: -39; IDE inh: 0; pCIP destab: 0; IDE cell activ: -2

Results for CC12CN3CC(C)(CN(C1)C3c1ccc3c(c1)OCO3)C2 (stereo unspecified) ?
UBC9 SUMO inh: 2; NS3 helicase inh: 5; IMP-1 inhibitor: -2.1; IDE inh: 1; pCIP destab: -12; M18AAP inhibitor: 1; VIM-2 inh: -0.8; DNA FID counter: 2; IDE cell activ: -3

What do the screens show for `CCOc1cccc(N2C(=O)CC(N3CCC(C(N)=O)(N4CCCCC4)CC3)C2=O)c1` (stereo unspecified)?
UBC9 SUMO inh: 3; NS3 helicase inh: 1; IMP-1 inhibitor: 0.1; IDE inh: -3; pCIP destab: -2; M18AAP inhibitor: 2; VIM-2 inh: -3.7; DNA FID counter: -7; IDE cell activ: 4

What do the screens show for `CC(=O)Nc1ccccc1-c1nc2ccc(C(=O)N3CCN(c4cc(C)ccc4C)CC3)cc2[nH]c1=O`?
UBC9 SUMO inh: 22; NS3 helicase inh: 9; IMP-1 inhibitor: -2.5; IDE inh: 2; pCIP destab: -12; M18AAP inhibitor: -8; VIM-2 inh: -1.7; DNA FID counter: -9; IDE cell activ: -1

Results for CCc1ccc(CCC(=O)Nc2ccc(Br)cc2)o1 ?
UBC9 SUMO inh: -2; NS3 helicase inh: 14; IMP-1 inhibitor: -4.0; IDE inh: 4; pCIP destab: -6; M18AAP inhibitor: -2; VIM-2 inh: -0.6; DNA FID counter: -2; IDE cell activ: -1

What do the screens show for `O=C1c2cccc3c(N4CCOCC4)c([N+](=O)[O-])cc(c23)C(=O)N1c1cccc2ccccc12`?
UBC9 SUMO inh: 11; NS3 helicase inh: 7; IMP-1 inhibitor: -3.1; IDE inh: 2; pCIP destab: -16; M18AAP inhibitor: 1; VIM-2 inh: -1.6; DNA FID counter: -5; IDE cell activ: -1

What do the screens show for `COc1ccc(C2c3ccsc3CCN2C(=O)NC(C)(C)C)cc1` (stereo unspecified)?
UBC9 SUMO inh: 12; NS3 helicase inh: 7; IMP-1 inhibitor: -3.0; IDE inh: 7; pCIP destab: -4; M18AAP inhibitor: -12; VIM-2 inh: -2.2; DNA FID counter: -21; IDE cell activ: 9

Results for COC(=O)Cn1c(=O)c2c(nc(Br)n2Cc2ccccc2Cl)n(C)c1=O ?
UBC9 SUMO inh: -3; NS3 helicase inh: -5; IMP-1 inhibitor: -2.5; IDE inh: 1; pCIP destab: -8; M18AAP inhibitor: -13; VIM-2 inh: -2.0; DNA FID counter: -6; IDE cell activ: 1

How did CC(C)(C)NC(=O)c1ccccc1-c1nc(-c2ccccc2Cl)no1 do in these assays?
UBC9 SUMO inh: 16; NS3 helicase inh: -7; IMP-1 inhibitor: -1.1; IDE inh: 0; pCIP destab: -3; M18AAP inhibitor: 2; VIM-2 inh: -0.1; DNA FID counter: -11; IDE cell activ: 0

How did CCCOc1ccc(CC(=O)NNC(=S)Nc2ccccc2)cc1Br do in these assays?
UBC9 SUMO inh: -3; NS3 helicase inh: -1; IMP-1 inhibitor: -3.2; IDE inh: 7; pCIP destab: 4; M18AAP inhibitor: 18; VIM-2 inh: -5.1; DNA FID counter: -28; IDE cell activ: 2

Results for O=C(Cn1cnc([N+](=O)[O-])n1)N/N=C/c1ccc2ccccc2c1 ?
UBC9 SUMO inh: 9; NS3 helicase inh: -6; IMP-1 inhibitor: -1.9; IDE inh: 2; pCIP destab: -12; M18AAP inhibitor: -8; VIM-2 inh: -1.6; DNA FID counter: 5; IDE cell activ: 3

How did COc1cc(S(=O)(=O)N(Cc2ccccn2)Cc2ccccc2Cl)ccc1-n1cnnn1 do in these assays?
UBC9 SUMO inh: 13; NS3 helicase inh: 5; IMP-1 inhibitor: -4.4; IDE inh: -3; pCIP destab: -9; M18AAP inhibitor: -6; VIM-2 inh: -2.1; DNA FID counter: -9; IDE cell activ: -7

How did CC(C)c1ccc(NC(=O)C(=O)C2C(=O)Nc3ccccc32)cc1 (stereo unspecified) do in these assays?
UBC9 SUMO inh: 0; NS3 helicase inh: 11; IMP-1 inhibitor: -2.5; IDE inh: 2; pCIP destab: -2; M18AAP inhibitor: 19; VIM-2 inh: -2.5; DNA FID counter: 3; IDE cell activ: 1

Results for COc1cccc(CC(=O)n2nc(N)c3cc4ccc(OC)cc4nc32)c1 ?
UBC9 SUMO inh: 17; NS3 helicase inh: -8; IMP-1 inhibitor: -2.9; IDE inh: 3; pCIP destab: -8; M18AAP inhibitor: 2; VIM-2 inh: -1.3; DNA FID counter: -3; IDE cell activ: -1

What do the screens show for `Cc1cc(OCC(=O)NCC2CCC(C(=O)O)CC2)c2c(C)c(Cc3ccccc3)c(=O)oc2c1` (stereo unspecified)?
UBC9 SUMO inh: 9; NS3 helicase inh: -5; IMP-1 inhibitor: -3.2; IDE inh: 7; pCIP destab: -2; M18AAP inhibitor: 4; VIM-2 inh: -1.4; DNA FID counter: -26; IDE cell activ: -2

Results for CC(C(=O)N(C1CC1)C1(C(=O)Nc2ccccc2)CCCC1)N1C(=O)c2ccccc2C1=O (stereo unspecified) ?
UBC9 SUMO inh: 0; NS3 helicase inh: -2; IMP-1 inhibitor: 0.3; IDE inh: -1; pCIP destab: -8; M18AAP inhibitor: -7; VIM-2 inh: -0.7; DNA FID counter: -12; IDE cell activ: 4

How did CC1CN(C(=O)c2cccc(S(=O)(=O)Nc3ccccc3Cl)c2)CC(C)O1 (stereo unspecified) do in these assays?
UBC9 SUMO inh: 4; NS3 helicase inh: 3; IMP-1 inhibitor: -1.9; IDE inh: -2; pCIP destab: 5; M18AAP inhibitor: -1; VIM-2 inh: -2.1; DNA FID counter: -24; IDE cell activ: 8

How did CC(C)NC(=O)NC(=O)COc1ccc(Br)cc1Br do in these assays?
UBC9 SUMO inh: -16; NS3 helicase inh: -3; IMP-1 inhibitor: -0.9; IDE inh: 1; pCIP destab: -7; M18AAP inhibitor: 6; VIM-2 inh: -0.3; DNA FID counter: -11; IDE cell activ: 1

How did COc1ccc(Nc2oc(COc3cccc(C)c3)nc2C#N)cc1 do in these assays?
UBC9 SUMO inh: -3; NS3 helicase inh: -10; IMP-1 inhibitor: -6.9; IDE inh: -2; pCIP destab: -8; M18AAP inhibitor: 4; VIM-2 inh: -5.8; DNA FID counter: -11; IDE cell activ: 2

What do the screens show for `Cc1ccc(C)c(OCc2nnc(N)s2)c1`?
UBC9 SUMO inh: 4; NS3 helicase inh: 1; IMP-1 inhibitor: -2.0; IDE inh: 0; pCIP destab: -5; M18AAP inhibitor: 4; VIM-2 inh: -0.9; DNA FID counter: -3; IDE cell activ: -1

What do the screens show for `CC(C)c1c(C(=O)N/N=C/c2ccc(OCc3ccccc3)cc2)nnn1-c1nonc1N`?
UBC9 SUMO inh: 6; NS3 helicase inh: 0; IMP-1 inhibitor: -2.4; IDE inh: -1; pCIP destab: -10; M18AAP inhibitor: -3; VIM-2 inh: -1.5; DNA FID counter: -17; IDE cell activ: 1
